Screening data as filed in PubChem BioAssay.
TNF necrop inh: inhibitors of TNF-alpha triggered necroptosis, primary screen, cell-based, Jurkat FADD-/-, single concentration; Jurkat FADD-/- TNF necroptosis rescue, ATP luminescence, 24 h; 0 = TNF only, 100 = no-TNF cells; 220,000 compounds, 0.068% hits; activation (protection from cell death), % at 10 µM;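 active = activation, meaning protection from cell death, of at least 50% relative to plate controls; inactive = activation below 50%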;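 note: necroptosis triggered by 40 ng/mL TNF-alpha added together with compound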
PPC-1+TRAIL kill: compounds killing PPC-1 cancer cells with TRAIL present, primary screen, TRAIL potentiator project, ATPLite luminescence, uHTS; AID 1443, 2008; cell killing (% activity), % at 4 µM; PPC-1 cells + TRAIL, ATPLite viability luminescence; 220,000 compounds, 0.41% hits;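 active = cell killing above 50% in the first pass at 4 µM, then a duplicate retest at 5 µM averaging 50% or more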;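 note: plate controls were cells with TRAIL plus DMSO for no effect and medium-only wells lacking cells for full effect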
FXIa inh 1536: human FXIa protease inhibitors, primary screen, biochemical, 1536-well. AID 798, 2007. 220,000 compounds, 0.14% hits. purified FXIa, Boc-Glu-Ala-Arg-AMC fluorogenic substrate. inhibition, % at 5 µM;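 active = inhibition of at least 40%; inactive = inhibition below 40%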;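 note: fluorescence of freed AMC excited at 355 nm; 0% = enzyme without compound and 100% = no enzyme blank; many of its hits are not listed in these tables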
L929 necroptosis: inhibitors of zVAD-triggered necroptosis, primary screen, L929 cells; L929 zVAD necroptosis rescue, ATP luminescence, 24 h; with zVAD 60 µM; viability rescue, % at 10 µM; 220,000 compounds, 0.38% hits;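 active = activation, scaled between plate controls, above about 75%, limit read from the data; inactive = activation under that limit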;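 note: 0% = zVAD with DMSO and 100% = DMSO alone without zVAD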
FXIIa inh: human FXIIa protease inhibitors, primary screen, biochemical, 1536-well. Coagulation factor XII (Homo sapiens), P00748. purified FXIIa, Boc-QGR-AMC fluorogenic substrate, 2 h. inhibition, % at 5 µM. 220,000 compounds, 0.3% hits. AID 800, 2007; in the data active = inhibition above about 40%;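 note: 0% = enzyme with no compound and 100% = blank without enzyme; many of its hits are not listed in these tables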
EP2 antag: human EP2 receptor antagonists, primary screen, TR-FRET cAMP, C6 glioma cells; 260,000 compounds, 0.52% hits; C6 glioma cells expressing human EP2; cells stimulated with saturating PGE2; inhibition, % at 25 µM;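 active = percent inhibition above 40 after rounding to a whole number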;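 note: rat C6 glioma host cells with rolipram phosphodiesterase inhibitor present; the protocol text gives 20 µM as final concentration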
Target sequence (P43116 whole entry, looked up): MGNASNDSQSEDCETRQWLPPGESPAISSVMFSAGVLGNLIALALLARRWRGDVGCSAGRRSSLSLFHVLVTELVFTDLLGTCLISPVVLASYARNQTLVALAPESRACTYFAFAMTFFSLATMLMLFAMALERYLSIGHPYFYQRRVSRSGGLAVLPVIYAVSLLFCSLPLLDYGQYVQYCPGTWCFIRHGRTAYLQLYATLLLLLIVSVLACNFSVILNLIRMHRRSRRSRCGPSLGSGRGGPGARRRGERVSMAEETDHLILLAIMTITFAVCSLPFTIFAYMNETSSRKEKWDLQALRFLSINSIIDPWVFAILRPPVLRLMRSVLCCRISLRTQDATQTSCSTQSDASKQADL
CHOP inh: inhibitors of CHOP promoter induction, primary screen, cell-based, unfolded protein response, luciferase reporter | inhibition, % at 10 µM | AID 2732, 2010 | CHO-K1 CHOP-promoter luciferase, tunicamycin-induced, 15-18 h | 220,000 compounds, 3.8% hits;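 active = compounds that reduced the stress-induced luciferase reporter signal by more than about 70% of percent inhibition, limit read from the data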;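 note: 0% = tunicamycin plus vehicle and 100% = wells without tunicamycin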
Wee1 stabilizer: Wee1 degradation inhibitors, primary screen, cell-based, HeLa, Wee1K328M-luciferase, luminescence | Wee1-like protein kinase (Homo sapiens), P30291 | HeLa Luc-Wee1K328M stability; 100% = proteasome inhibitor MG132 effect | reporter increase, % at 5 µM | 220,000 compounds, 1.2% hits | AID 1321, 2008;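 active = activation above the mean of all tested compounds plus 3 SD, set per screening run, cut at about 8.8% in these data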;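 note: cells exposed to compound for 20 h before luminescence read; 0% = DMSO alone and 100% = MG132 at 30 µM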
Target sequence (P30291 whole entry K328M): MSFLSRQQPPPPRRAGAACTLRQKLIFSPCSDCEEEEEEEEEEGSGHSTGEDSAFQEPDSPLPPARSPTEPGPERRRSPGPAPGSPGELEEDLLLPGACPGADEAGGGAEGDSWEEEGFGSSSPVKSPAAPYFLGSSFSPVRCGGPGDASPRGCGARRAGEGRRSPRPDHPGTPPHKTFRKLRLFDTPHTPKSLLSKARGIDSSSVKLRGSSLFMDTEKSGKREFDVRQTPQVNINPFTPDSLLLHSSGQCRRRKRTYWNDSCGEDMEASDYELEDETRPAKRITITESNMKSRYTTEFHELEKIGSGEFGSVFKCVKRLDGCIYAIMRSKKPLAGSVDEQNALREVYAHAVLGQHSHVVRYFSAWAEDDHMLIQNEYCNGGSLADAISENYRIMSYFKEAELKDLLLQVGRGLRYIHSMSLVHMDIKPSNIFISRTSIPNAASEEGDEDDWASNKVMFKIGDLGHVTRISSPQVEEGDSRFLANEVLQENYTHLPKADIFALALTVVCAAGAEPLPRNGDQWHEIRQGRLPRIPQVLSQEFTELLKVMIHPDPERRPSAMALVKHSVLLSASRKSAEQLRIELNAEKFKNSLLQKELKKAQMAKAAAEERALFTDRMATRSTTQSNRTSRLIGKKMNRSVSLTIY
Tb hexokinase: Trypanosoma brucei hexokinase 1 inhibitors, primary screen, biochemical, G6PDH-coupled NADH absorbance, MLSCN library; hexokinase 1 [Trypanosoma brucei]; recombinant TbHK1, G6PDH-coupled NADH A340; inhibition, % at 10 µM; 220,000 compounds, 0.11% hits; AID 1430, 2008;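 active = inhibition of 50% or more in the single-dose primary screen; inactive = inhibition below 50%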
Numbers without * were called inactive; nt = no result given; & = joins results of further samples.

SMILES | TNF necrop inh | PPC-1+TRAIL kill | FXIa inh 1536 | L929 necroptosis | FXIIa inh | EP2 antag | CHOP inh | Wee1 stabilizer | Tb hexokinase
CC(C[N+](C)(C)C)OC(N)=O (stereo unspecified) | 2.1 | 14 | -2 | 2.1 | 8 | 11&8&11 | 2&-40 | -4 | -7
Cc1ccc(S(=O)(=O)NCC(=O)OCC(=O)NCc2ccc(F)cc2)cc1 | 0.8 | 11 | 0 | -0.2 | 6 | 0 | -10 | 1 | 8
COc1ccc(-c2nc(N3CCC(C)CC3)[nH]c(=O)c2C#N)cc1 | -0.6 | 20 | -5 | 2.2 | -1 | 18 | 28 | 2 | -8
COc1ccc(S(=O)(=O)Nc2ccc(S(=O)(=O)N(C)C)cc2)cc1[N+](=O)[O-] | 1.0 | 9 | -8 | 1.1 | -1 | -1 | -9 | 4 | 30
COC(=O)Cn1c(C(=O)N2CCCC2)cc2c1C[C@H]1CN(C(=O)c3ccccc3)[C@@](Cc3ccc(F)cc3)(C(=O)OC)[C@@H]21 | -1.1 | 19 | 0 | -1.8 | 4 | 9 | 30 | 3 | -4
CC(=O)c1ccc(NC(=O)CSc2nccn2CCc2ccccc2)cc1 | 0.3 | -6 | -4 | -0.4 | 14 | 7 | 18 | 4 | -9
OCCNCc1cccc2ccccc12 | 0.5 | 22 | -1 | 0.2 | 8 | 7 | 3 | 5 | -1
N#CC(C(=O)Nc1ccccc1)=C1Nc2ccccc2N1 | 1.9 | -1 | 8 | 3.9 | 5 | 6 | 33 | 1 | -8
O=C(NCc1cccs1)c1cnn2cccnc12 | -1.2 | 4 | 6 | -0.8 | 5 | 11 | 2 | 2 | -4
CCOc1ccc(NC(=O)CSc2n[nH]c(N)n2)c([N+](=O)[O-])c1 | 0.5 | 30 | -6 | 0.6 | -7 | 5 | 24 | 2 | 30
Cc1ccc(C(=O)NCCc2ccc(S(N)(=O)=O)cc2)o1 | -0.1 | 14 | -6 | 2.7 | 1 | 10 | -2 | 3 | -2
Cc1cc(C)c2nc(NC(=O)c3ccc4c(c3)OCO4)sc2c1 | -1.7 | 4 | -11 | 0.0 | 15 | 8 | 64 | -1 | 2
COc1ccc(S(=O)(=O)Nc2ccccc2-c2nnn(CC(=O)Nc3ccccc3OC)n2)cc1 | 1.6 | 7 | 2 | -0.3 | 7 | 5 | 76* | 0 | 9
COC(=O)C1=C(O)/C(=C\c2ccc(CNS(=O)(=O)c3ccccc3)o2)N=C1C | 1.7 | 5 | 10 | -0.2 | 20 | 9 | -32 | -2 | 15
CN1C(=O)/C(=C/c2cc(N=Nc3ccccc3)ccc2O)SC1=S | -7.2 | 32 | 9 | 0.9 | 9 | 20 | 104* | -2 | 20
COc1cc(/C=N/Nc2nc3ccccc3s2)ccc1O | 33 | 7 | 3 | 77* | 4 | 17 | 4 | 1 | -61
O=C(COc1ccccc1[N+](=O)[O-])Nc1ccc(Br)cc1 | 0.2 | 21 | 3 | 0.5 | 11 | 15 | -22 | -2 | 7
O=C(Nc1ccc(Cc2ccncc2)cc1)c1ccc(S(=O)(=O)N2CCCC2)cc1 | -7.8 | 18 | -9 | 64 | 0 | 10 | 17 | 0 | -5
COc1ccc(C2=NO[C@@H]3C(=O)N(c4ccc(C)cc4C)C(=O)[C@H]23)cc1OC | -0.2 | -24 | -7 | 0.2 | 0 | 7 | 29 | 1 | 0
Cc1cc(C)n(CC(O)CN(c2cccc([N+](=O)[O-])c2)S(=O)(=O)c2ccccc2)n1 (stereo unspecified) | -1.4 | -4 | 13 | 0.3 | 33 | 4 | 2 | 3 | 7

Results in EP2 antag, PPC-1+TRAIL kill and L929 necroptosis, for two of the compounds above:
Structure | EP2 antag | PPC-1+TRAIL kill | L929 necroptosis
CCOc1ccc(NC(=O)CSc2n[nH]c(N)n2)c([N+](=O)[O-])c1 | 5 | 30 | 0.6
Cc1ccc(C(=O)NCCc2ccc(S(N)(=O)=O)cc2)o1 | 10 | 14 | 2.7

More compounds follow:
SMILES | TNF necrop inh | PPC-1+TRAIL kill | FXIa inh 1536 | L929 necroptosis | FXIIa inh | EP2 antag | CHOP inh | Wee1 stabilizer | Tb hexokinase
O=C(N/N=C/C=C/c1ccccc1)c1ccccc1Br | -0.5 | 12 | 3 | -0.2 | 7 | 5 | -43 | -1 | -29
COC(=O)c1ccc(-n2c(C)cc(-c3csc(NC(=O)c4ccc(S(=O)(=O)N(C)C)cc4)n3)c2C)cc1 | -0.9 | -1 | 10 | 0.6 | 10 | 4 | 17 | -3 | -14
Nc1ccnn1Cc1ccc(Br)s1 | 2.7 | 8 | 7 | 2.5 | 9 | 6 | 0 | 4 | 4
CCN(CC)CCCNc1nc2ccccc2[nH]1 | 0.3 | 12 | -1 | 1.2 | 11 | 12 | -37 | -2 | -4
CN1CCN(NC(=O)c2cccc(Br)c2)CC1 | 1.8 | 25 | -7 | -0.8 | -1 | 10 | -51 | -1 | 5
CCCCC(=O)NC(=S)Nc1ccc(Cl)c(C(=O)O)c1 | -0.6 | -8 | 1 | 1.9 | 14 | 6 | 18 | 0 | -4
Cc1[nH]n2cnnc2c(=O)c1Br | 2.1 | 3 | 1 | 1.5 | 8 | 6 | -6 | -3 | -6
Cc1ccc2c(c1)C(c1ccccc1)CC(=O)O2 (stereo unspecified) | -1.8 | -21 | 1 | -0.1 | 11 | 3 | -1 | 1 | -2
CC(C)OC(=O)Cn1c(=O)oc2ccccc21 | -0.1 | -4 | 4 | 0.6 | 9 | 8&10 | 19 | 4 | -5
Cc1cc(C)c[n+](CC(=O)c2cc3ccccc3oc2=O)c1 | -2.9 | -7 | 1 | -0.3 | 7 | 15 | 27 | -1 | 17
O=S(=O)(NCC(c1cccnc1)N1CCOCC1)c1cccs1 (stereo unspecified) | 0.2 | -7 | 4 | -0.7 | 13 | 4 | -13 | 0 | 4
Cc1cc(C)cc(NC(=S)N2CCN(c3ccc(F)cc3)CC2)c1 | 1.7 | 8 | 22 | -0.5 | 21 | 2 | 32 | 2 | -1
CCOC(=O)CSC1=C(C#N)C(c2ccc(Cl)cc2)CC(=O)N1 (stereo unspecified) | 6.5 | -26 | 6 | 1.3 | 34 | 6 | 6 | -1 | -6
Cc1nc2cc(NC(=O)NCc3ccc4c(c3)OCO4)ccc2o1 | -1.0 | 2 | 1 | -0.5 | 15 | 1 | 1 | -2 | 7
CN(CCc1ccccn1)C(=O)CCC1CCCN(C(=O)CCOc2ccccc2)C1 (stereo unspecified) | 3.1 | 7 | 1 | 1.1 | 5 | 5 | -2 | 1 | -3
O=C(c1ccco1)N1C(=O)c2cccc3cccc1c23 | -2.6 | 19 | -12 | 1.5 | -3 | 18 | 2 | 4 | 5
Cn1cc(Br)c(C(=O)N2CCc3ccccc32)n1 | -0.3 | 12 | 5 | 1.4 | 3 | 2 | -27 | 5 | -1
COc1ccc(/C=C2\SC(=O)N(CCNC(=O)Cn3cnnn3)C2=O)cc1 | -0.3 | 1 | 0 | 0.2 | 4 | 4 | -10 | 4 | -50
Cc1cc(=O)oc2cc(OCC(=O)c3ccc4c(c3)NC(=O)CO4)ccc12 | 1.0 | 12 | 0 | -0.5 | 6 | 2 | 33 | -2 | -8
Cc1nc(-c2ccc(NC(=O)c3ccccc3C)cc2)cs1 | 0.3 | 29 | 3 | 7.9 | 7 | 6 | 27 | 1 | -6
CCCc1nc(S(=O)(=O)Cc2ccc(Cl)cc2Cl)n[nH]1 | 0.4 | 4 | 2 | 1.1 | 8 | 5 | 32 | 0 | 38
O=C(Nc1ccc(Cl)cc1C(=O)O)c1ccc2c(c1)C(=O)N(Cc1ccco1)C2=O | -0.9 | 4 | 5 | nt | 6 | 7 | -2 | 2 | 14
OCc1ccccc1N=c1ssnc1Cl | -0.3 | 12 | -7 | 1.8 | -3 | 12 | 42 | -3 | 8
O=C1CCCc2c1cc(-c1ccccc1)n2-c1ccccc1 | -9.0 | 0 | 3 | -0.3 | -4 | 2 | 5 | -1 | 6
COC(=O)C(C)Sc1nnc(-c2ccncc2)o1 (stereo unspecified) | -1.5 | 2 | -4 | 0.0 | 1 | 15 | 17 | -1 | -12
O=C(O)CC1=C(O)C(=O)N(c2ccccc2)C1c1ccc(Cl)cc1 (stereo unspecified) | -0.8 | 12 | 5 | -0.6 | 7 | 12 | -6 | 4 | -7
Cn1cnnc1SCC(=O)Nc1ccc(N2CCOCC2)cc1 | 0.3 | 10 | 0 | 2.5 | 5 | 0 | 3 | -1 | 0
Nc1c2c(nc3ccc(Br)cc13)N(c1ccccc1)CC2 | 0.9 | -26 | 10 | -0.5 | 18 | nt | 3 | 3 | -10
CCS(=O)(=O)c1ccc2c(c1)N(S(C)(=O)=O)CC(C(=O)NCCOC)O2 (stereo unspecified) | -2.1 | 19 | 2 | 0.8 | 14 | 3 | 13 | -1 | -2
COc1ccc(COC(=O)C2=C(C)NC(=O)NC2c2ccc(O)c(OC)c2)cc1 (stereo unspecified) | -2.4 | 13 | 18 | 1.5 | 30 | 10 | 1 | -2 | -3
O=C(COc1c(Cl)cc(Cl)cc1Cl)c1ccc(Cl)cc1 | 2.3 | 26 | 0 | 1.3 | 7 | 7 | 43 | -1 | 26
O=C(CSc1nnc(-c2ccco2)o1)c1ccc(O)cc1O | 1.1 | 14 | 0 | 1.8 | 5 | 6 | 38 | 3 | -8
Cc1ccccc1NCC(=O)c1ccc(Br)cc1 | -6.2 | nt | 2 | 0.0 | 12 | 5 | 70* | -2 | 1
CCCOC(=O)c1ccc2c(c1)C(=O)N(c1ccccc1)C2=O | 0.8 | 15 | -4 | 0.1 | 6 | 5 | 52 | 0 | 11
O=C(CNC(=O)c1ccc(Br)cc1)NCC(=O)OCC(=O)c1ccccc1 | 0.9 | 22 | -3 | 2.2 | 1 | 2 | 19 | 2 | -3
CN(Cc1ccccc1Cl)C(=O)c1cnccc1C(F)(F)F | 1.9 | 23 | -21 | -0.1 | -1 | 11 | -14 | 0 | -4
O=c1[nH]c(CSc2ncnc3sc(-c4ccccc4)cc23)nc2ccccc12 | 0.9 | 27 | -3 | 2.5 | 0 | 23 | -15 | 0 | -14
CC1CC(c2ccccc2)n2nc(NC(=O)c3cccs3)nc2N1 (stereo unspecified) | -2.8 | 8 | -5 | 0.0 | -6 | 13 | 16 | 0 | 2
CCCCOC(=O)Nc1nnc(/C=C/c2ccc(OC)cc2)s1 | 1.1 | 24 | 5 | 1.9 | 6 | 4 | 62 | -4 | -16
NS(=O)(=O)c1ccc(NC(=O)COC(=O)CCNC(=O)NC23CC4CC(CC(C4)C2)C3)cc1 | -0.2 | -15 | 4 | -0.7 | 14 | 4 | 6 | 0 | -2
C=CCOC(=O)C1=C(C)NC(SCC(=O)OCC)=C(C#N)C1c1ccc(C)cc1 (stereo unspecified) | -1.8 | -27 | -9 | -0.3 | 6 | 6 | 17 | -2 | -5
N#CCCn1cc(C(=O)Nc2ccc([N+](=O)[O-])cc2)c(-c2cccs2)n1 | 0.3 | 3 | 11 | nt | 17 | 4 | -25 | 0 | -11
Cc1nnc(SCC(=O)N2CC(=O)Nc3ccccc32)s1 | 2.1 | 8 | -4 | 0.4 | 1 | 1 | -10 | -1 | -2

A portion of the library, so the mix of outcomes need not match the whole.
